Screens: PubChem, National Center for Advancing Translational Sciences (NCATS)
HTT ATP protect: qHTS Multiplex Assay to Identify Dual Action Probes in a Cell Model of Huntington: Cytoprotection (ATP); PC12 HTT-Q103 induced, cytoprotection, ATP luminescence, 40 h; Potency, µM (doses to about 56.4 µM), for inactives: cytoprotection (ATP increase), actives largely listed as activators; hit rate 0.14% among 230,000; AID 1471, 2008;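 note: potency is the fitted concentration of half-maximal effect; % of control where 0% means no effect; nearly all actives have a fitted effect of over 45% in size; toxic huntingtin expression switched on by the ecdysone agonist tebufenozide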
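Stable PC12 Q103-GFP cells in serum-supplemented, phenol red-free DMEM; induction by tebufenozide at 100 nM final; compound dose series; cell viability quantified luminescently from ATP.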
HttQ103 aggreg: qHTS Multiplex Assay to Identify Dual Action Probes in a Cell Model of Huntington: Aggregate Formation (GFP). PC12 HttQ103-GFP aggregates, Acumen cytometry, 40 h. AID 1688, 2009. hit rate 1.1% among 220,000. Potency, µM (highest dose often 46.1 µM), without a hit: top-dose activity change, negative = inhibition, actives largely listed as inhibitors; note: potency is the fitted concentration of half-maximal effect; % is set by controls: 0 for no effect and ±100 for the full control effect; nearly all actives have a fitted effect of over 60% in size
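Quantitative HTS on tebufenozide-induced (100 nM) PC12 cells stably expressing polyQ103 Huntingtin exon 1–GFP. Reduction of bright GFP aggregates, detected by laser scanning cytometry after lysis, identified actives across the titration.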
KinaseGlo FLuc: Counterscreen for Luciferase (Kinase-Glo TM) Inhibition; Kinase-Glo luciferase, ATP luminescence, 8 min; Potency, µM (top dose mostly 38.3 µM), inactives show at the top dose activity change, negative = inhibition, hits mostly inhibitors; hit rate 0.28% among 200,000; AID 1379, 2008; Luciferin 4-monooxygenase (Photuris pensylvanica), Q27757; note: potency is the fitted concentration of half-maximal effect; % is set by controls: 0 for no effect and ±100 for the full control effect; nearly all actives have a fitted effect of over 60% in size
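Recombinant Kinase-Glo luciferase, 10 uM ATP (linear range), luciferin; imidazole pH 7.2 / KCl / MgCl2 / Tween / BSA buffer; 8 min RT; luminescence.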
SMN2 splice up: qHTS Assay for Enhancers of SMN2 Splice Variant Expression. HEK293 SMN2-luciferase splicing reporter, luminescence, 30-36 h. Potency, µM (doses to about 46.1 µM), for the others: at the highest dose activity change, positive = activation, hits mostly activators. hit rate 2.8% among 210,000. AID 1458, 2008; note: potency is the fitted concentration of half-maximal effect; % of control where 0% means no effect; nearly all actives have a fitted effect of over 55% in size
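HEK293 cells carry an SMN2 minigene-luciferase reporter in which exon 7 inclusion puts luciferase in frame. Cells were seeded at 2000 cells/well, attached for 10-12 hours, then exposed to compounds for 30-36 hours at 37C before ONE-Glo luminescence.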
IMPase Li inh: qHTS Assay for Identifying the Cell-Membrane Permeable IMPase Inhibitors: Potentiation with Lithium. hit rate 0.35% among 210,000. CHO-M1 cells, IP1 TR-FRET (IP-One), carbachol + lithium. Potency, µM (doses to about 59.4 µM), without a hit: at the top dose activity, negative = IMPase inhibition, usual class: inhibitors. AID 1457, 2008;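 note: IP1 builds up when IMPase is blocked and the TR-FRET signal falls; potency is the fitted concentration of half-maximal effect; plate controls were basal vehicle for no effect and high inhibitor control for full effect; nearly all actives have a fitted effect of over 50% in size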
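Readout is a homogeneous TR-FRET IP1 immunoassay (Ex 320, Em 665 and 620), where raised cytosolic IP1 lowers signal. Cells were CHO-M1 treated 30 min at 37C with test compounds plus a little lithium; AC50 values came from Hill-equation fitting.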
Lamin A splicing: qHTS Assay for Modulators of Lamin A Splicing; hit rate 0.01% among 200,000; AID 1487, 2009; Potency, µM (titrated, usually from 46.1 µM), for the others: at the top dose ratio change, negative = inhibition, hits mostly inhibitors; HeLa LMNA splicing GFP/RFP minigene ratio, 48 h; active = well fitted inhibition curve with a large enough effect in the signal ratio, with a control signal flat, not every such curve was filed as active; inconclusive = small, poorly fitted or top-dose-only effect, or effect the other way, or a change in a side signal; the % refers to the signal ratio; note: potency is the fitted concentration of half-maximal effect; % is set by controls: 0 for no effect and ±100 for the full control effect
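Read-out is the ratio of GFP to DsRed2 object intensity, acquired by 488 nm laser-scanning cytometry on HeLa lamin A-EGFP minigene reporter cells. Compound incubation 48 hrs at 37 °C in Opti-MEM with 2% FBS; DMSO 0.5% final.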
CBFb-RUNX1 inh: qHTS Assay for Compounds Blocking the Interaction Between CBF-beta and RUNX1 for the Treatment of Acute Myeloid Leukemia; Runt-related transcription factor 1 (Homo sapiens) + Core-binding factor subunit beta …; AID 1477, 2009; 230,000 tested, under 10 active; Potency, µM (titrated, usually from 59.8 µM), for inactives: at the highest dose activity, negative = inhibition, hits mostly inhibitors; AlphaScreen CBFb-His/RUNX1-biotin binding, biochemical; note: % of control where 0% means no effect
Target sequence (Q01196 whole entry, looked up): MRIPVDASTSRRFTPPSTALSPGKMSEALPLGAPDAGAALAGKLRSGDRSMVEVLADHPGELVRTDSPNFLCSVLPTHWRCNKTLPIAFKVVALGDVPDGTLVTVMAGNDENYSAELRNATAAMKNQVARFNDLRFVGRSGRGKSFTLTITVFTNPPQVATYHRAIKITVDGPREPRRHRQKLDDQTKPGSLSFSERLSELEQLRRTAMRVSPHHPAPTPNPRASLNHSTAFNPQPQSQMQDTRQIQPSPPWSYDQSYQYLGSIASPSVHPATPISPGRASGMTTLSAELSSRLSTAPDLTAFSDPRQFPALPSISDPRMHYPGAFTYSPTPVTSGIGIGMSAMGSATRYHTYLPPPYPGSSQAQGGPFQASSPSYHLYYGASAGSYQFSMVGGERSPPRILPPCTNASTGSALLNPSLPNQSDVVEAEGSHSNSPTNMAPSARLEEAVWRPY
Target sequence (Q13951 whole entry, looked up): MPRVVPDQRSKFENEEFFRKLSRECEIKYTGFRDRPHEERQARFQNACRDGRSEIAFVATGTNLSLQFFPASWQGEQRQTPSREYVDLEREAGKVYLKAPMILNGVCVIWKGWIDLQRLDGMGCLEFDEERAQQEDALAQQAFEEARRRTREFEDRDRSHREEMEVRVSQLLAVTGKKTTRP
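Bead-based AlphaScreen assay; binding partners His-tagged CBF-beta and biotinylated RUNX1 at 30 nM each. Compound exposure 15 min after a 20-min protein preincubation; bead step 90 min; all steps at room temperature.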
* = called active by the depositor; ? = inconclusive; nt = not tested or not shown; & = joins results of further samples; [ ] = remark or other dose. Unless noted, calls come from the whole dose curve; as a rule, active = well fitted curve in the direction sought with a large enough effect; inconclusive = small, poorly fitted or top-dose-only effect, or another doubt; inactive = no such curve, though single readings can be large; an effect the other way counts as inactive or inconclusive. Rows are unselected; about 4% have a hit in one of these screens.

SMILES | HTT ATP protect | HttQ103 aggreg | KinaseGlo FLuc | SMN2 splice up | IMPase Li inh | Lamin A splicing | CBFb-RUNX1 inh
CN(C)CCCCCN(C)Cc1cc2ccccc2o1 | -14% | -6% | 0% | 0% | -2% | 1%[46 µM] | -3%
CCOc1ccccc1-n1nnnc1SCC(=O)OC | -15%[10 µM] | 24% | -1% | 9% | -2% | nt | -1%
CCOc1ccc2[nH]c(=O)c(CN(Cc3ccccc3)C(=O)N3CCCC3)cc2c1 | -11%[10 µM] | 14% | 3% | -16% | -20% | -7% | 1%
CCOc1ccc2[nH]c(=O)c(CN(Cc3cccs3)C(CC)c3nnnn3C(C)(C)CC)cc2c1 (stereo not given) | -29% | ? | -8% | -16% | 4%[38.3 µM] | -6% | 0%
CC(=O)Nc1cc2c(cc1Br)OCCO2 | -1% | -7% | -1% | 11% | 14%[38.3 µM] | 15% | 0%
O=C(Nc1nc2ccccc2s1)C1CC(=O)N(c2ccc(Br)cc2)C1 (stereo not given) | -22% | ? | -3% | 0% | 26%[38.3 µM] | -8% | 16%
O=S1(=O)N=C(N2CCc3ccccc3C2)c2ccccc21 | 6%[10 µM] | 4% | -5% | -4% | 19%[38.3 µM] | 3% | 1%
NC1=NC(=O)/C(=C/c2cn(CCC(=O)O)nc2-c2ccc(Cl)cc2)S1 | -9%[10 µM] | -4% | 0% | -3% | 4% | -4% | -1%
CCOc1cc(/C=N/n2cnnc2)ccc1OS(=O)(=O)c1ccccc1 | -27%[1.9 µM] | 21%[9.22 µM] | -2% | -15% | 9% | 4%[46 µM] | 0%
O=C1CC(N2CCN(c3ccccn3)CC2)C(=O)N1c1ccc(Cl)cc1 (stereo not given) | -14%[10 µM] | -10%[9.22 µM] | 2% | nt | -5% | nt | 7%
CC[N+]1(C)C2CCC1CC(OC(=O)[C@H]1CCC(C(=O)OC3CC4CCC(C3)[N+]4(C)CC)(c3ccccc3)c3ccccc31)C2 (stereo not given in full) | -34% | nt | nt | 13% | -16% | nt | 10%
CCn1cc(S(=O)(=O)N2CCN(Cc3ccc(F)cc3)CC2)cn1 | -9% | 3% | 2% | 1% | 5% | -3%[46 µM] | 3%
O=C(N/N=C/c1ccc2c(c1)OCO2)C(=O)Nc1ccc2ccccc2c1 | -25%[1.9 µM] | 11%[9.22 µM] | 2% | 5% | -3% | ? | 0%
CCCCOC(=O)n1c(=O)oc2ccccc21 | -6% | -26% | 0% | 6% | 18%[38.3 µM] | -2% | 7%
Cc1nc2ccccc2n2c(O)c(CC(=O)O)cc12 | -4% | -18% | 6% | 6% | 31%[activator] | -17% | 0%
COCCNC(=O)CSc1nc2cc(OC)c(OC)cc2c(=O)n1Cc1ccc(OC)cc1 | 0%[0.074 µM] | -5% | 4% | 3% | 8%[38.3 µM] | 3% | 5%
CC(C)C(O)(C#CCN1CCCCC1)c1ccccc1 (stereo not given) | 14% | -6% | 0% | 14% | 48%[38.3 µM] | -1% | 6%
Cc1cc(C)c[n+](CC(=O)c2ccc(-c3ccccc3)cc2)c1 | -6%[10 µM] | 16% | 1% | -29% | 17% | ? | -3%
O=C(O/N=C1\C(=O)N(c2ccccc2)c2ccccc21)C1CC1 | -3%[10 µM] | -8% | 0% | -4% | 2% | ? | -14%
O=C1CC(C(F)(F)C(F)(F)C(F)(F)C(F)(F)F)=Nc2ccccc2N1 | -9% | -3% | -1% | 20% | -12%[38.3 µM] | 19% | 4%
COc1cc2c(cc1OC)C(c1ccccc1)N(C(=O)CCl)CC2 (stereo not given) | -112%[inhibitor] | ? | -2% | nt | 12%[38.3 µM] | ? | 0%
Cn1ncc(N=Cc2ccccc2)c1C(=O)Nc1cccc(Cl)c1 | -6%[10 µM] | -6% | -3% | 4% | 2% | 0% | 27%
O=C1NC(c2ccncc2)C(C(=O)c2cccs2)C(O)(C(F)(F)F)N1 (stereo not given) | -7% | -4% | 0% | -5% | -10%[38.3 µM] | -6% | 1%
CCOC(=O)C1=NN(c2ccccc2)C(c2ccccc2)CC1=O (stereo not given) | 26%[1.9 µM] | 7% | -5% | -65%[inhibitor] | 9% | -11% | -1%
O=S1(=O)N=C(Nc2nc3c(s2)CCCC3)c2ccccc21 | -39%[10 µM] | 6% | -13% | 4µM* | 2% | -6% | 2%
Cc1c(Nc2ncccc2C(=O)O)cccc1C(F)(F)F | -95%[inhibitor] | 12%[20.6 µM] | -4% | -5% | 8%&7% | ? | 1%
S=C1NC[C@H](CC2CCCCC2)N1CC1CCCCC1 | 17%[10 µM] | -8%[9.22 µM] | nt | nt | -1% | nt | 9%
CCCCOc1ccc(S(=O)(=O)NCc2csc(C)n2)cc1 | 8%[1.9 µM] | ? | 0% | -61%[inhibitor] | 17%[38.3 µM] | ? | 8%
Cc1cc(NC(=O)CSc2nnc(-c3ccccc3)n2Cc2ccco2)no1 | 22% | 2% | -2% | -19% | -9%[38.3 µM] | ? | 3%
CCOc1ccccc1NC(=O)C1=C(C)NC(=O)NC1c1cccc(OC)c1OC (stereo not given) | 2% | 24% | -2% | 5% | -6%[38.3 µM] | 10% | 2%

Of the compounds above, these contain bromine.
SMILES | HTT ATP protect | HttQ103 aggreg | KinaseGlo FLuc | SMN2 splice up | IMPase Li inh | Lamin A splicing | CBFb-RUNX1 inh
CC(=O)Nc1cc2c(cc1Br)OCCO2 | -1% | -7% | -1% | 11% | 14%[38.3 µM] | 15% | 0%
O=C(Nc1nc2ccccc2s1)C1CC(=O)N(c2ccc(Br)cc2)C1 (stereo not given) | -22% | ? | -3% | 0% | 26%[38.3 µM] | -8% | 16%

(continued)
SMILES | HTT ATP protect | HttQ103 aggreg | KinaseGlo FLuc | SMN2 splice up | IMPase Li inh | Lamin A splicing | CBFb-RUNX1 inh
CCCc1nc2sc3c(c2c(=O)n1N)CCC3 | 3% | -20% | -4% | 11% | 25%[38.3 µM] | 8% | 3%
Cc1cc(C)c([N+](=O)[O-])cc1NC(=O)CCSc1ccccc1Cl | 22%[10 µM] | 1% | 1% | -29% | 14% | ? | 12%
O=C(CC1CCCCC1)NCc1ccco1 | 33%[10 µM] | 22%[9.22 µM] | -3% | nt | 3% | -1%[46 µM] | -1%
COc1cc2oc(=O)cc(-c3ccc(-c4ccc(O)cc4)cc3)c2c(OC)c1OC | -33% | nt | 0%[39.9 µM] | nt | 11% | nt | -3%
CN(CC(=O)Nc1sccc1C#N)Cc1ccccc1 | 19%[10 µM] | -6% | 6% | -26% | -5% | 6% | 0%
CCCc1ccc(/C=C2\C(=O)c3ccccc3C(O)=C2C(=O)OCC)cc1 | -11%[10 µM] | ? | -6% | 10µM* | 34%[activator][38.3 µM] | ? | -13%
Cc1cccc2cc(CN(Cc3cccs3)C(=S)NCc3ccco3)c(=O)[nH]c12 | -10%[1.9 µM] | -11% | -2% | -15% | 12% | -11% | -22%
CCOC(=O)CSCC(=O)Nc1cc(C)ccc1C | 23% | -5% | 5% | ? | 24%[38.3 µM] | 5% | 15%
N#CC1=C(SCC(=O)NC2CCCCC2)NC(=O)CC1c1ccco1 (stereo not given) | -5% | -8% | -5% | 6% | 12%[38.3 µM] | -6% | -2%
Cc1ccc(NC(=S)N(CCN2CCOCC2)Cc2ccccc2F)cc1Cl | -13% | 5% | 1% | -21% | 0% | nt | 1%
COc1cccc(C2=CC(c3ccc(C)cc3)n3ncnc3N2)c1 (stereo not given) | -21%[0.074 µM] | -25% | -2% | -5% | -17%[38.3 µM] | 7% | 3%
Cc1cc(OCc2nc(-c3cccs3)no2)cc(C)c1Cl | -24% | -6% | 0% | -6% | 19%[38.3 µM] | 2% | ?
Cc1nccc2[nH]c(=O)c(C(=O)NCCCN(C)C3CCCCC3)cc12 | 16% | -5% | 2% | nt | 12%[38.3 µM] | -3% | -11%
CN(C)CC(=O)N1CCc2ccccc2C1 | -35%[inhibitor] | 5% | -1% | -12% | -2% | nt | -1%
Cn1cc([N+](=O)[O-])c(C(=O)N/N=C/c2ccc([N+](=O)[O-])cc2)n1 | 10%[10 µM] | 5% | 1% | ? | 2% | -12% | 5%
C=CCNC(=O)c1ccc(Cn2cc(C(F)(F)F)ccc2=O)cc1 | -2% | 26% | -3% | nt | 9% | nt | -16%
O=C(NCc1cc(C(F)(F)F)cc(C(F)(F)F)c1)C12CN(Cc3ccccc3)CC1C(c1cccc([N+](=O)[O-])c1)=NO2 (stereo not given) | 4%[10 µM] | -1% | 0% | 15% | -7% | -6% | 7%
Cc1ccnc(Sc2ccc([N+](=O)[O-])cc2[N+](=O)[O-])n1 | -111%[inhibitor] | ? | 4% | 50% | 14%[38.3 µM] | ? | -5%
CC(=O)N(c1ccccc1)C1SC(=O)N(c2ccccc2)C1=O (stereo not given) | 2%[10 µM] | 22% | 14% | 2% | -7%[38.3 µM] | 14% | 2%
Cc1ccc(-c2nc(Nc3cccc(C)c3)sc2CC(=O)O)cc1 | 13%[10 µM] | -12%[9.22 µM] | nt | nt | 1% | nt | 25%
Cc1ccc(Nc2nc(N3CCN(C)CC3)nc(N)c2[N+](=O)[O-])cc1C | -2%[10 µM] | -5% | 1% | -19% | 27% | -20% | -9%
CCOc1ccc2c(c1)C(N(CCN1CCOCC1)C(=S)Nc1ccccc1OC)CC(C)(C)O2 (stereo not given) | -7% | 2% | 0% | 6% | -2% | ? | 5%
Cc1c(N(C(=O)CNC(=O)c2ccccc2)C2(C(=O)NC3CCCCC3)CCCCC2)c(=O)n(-c2ccccc2)n1C | -58%[inhibitor] | -7% | -1% | -6% | 3% | nt | -2%
